# Scp1 inh: inhibitors of human Scp-1 phosphatase | Recombinant Scp1, phosphopeptide, malachite green phosphate absorbance | AID 493091 | Q9GZU7 | 340,000 compounds, 0.88% hits | inhibition, % at 20 µM;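 active = inhibition above about 50% at 20 µM, limit read from the data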;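 also: plate controls were DMSO wells with enzyme for no effect and wells lacking enzyme for full effect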
#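 Material: truncated SCP-1 phosphatase (76-261aa) / Buffer or medium: 50 mM Tris acetate pH 5.5, 0.005% Tween-20, 10 mM MgCl2 / Compound dosing: one concentration, 20 µM, with 1.0% DMSO / Incubation: 45 min room-temperature reaction, 5 min colour, 30 min stabiliser / Detection: colorimetric free-phosphate detection, absorbance 630 nm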
# LMPTP inh: LMPTP (human) inhibition | P24666 | recombinant LMPTP-A, OMFP fluorogenic substrate, fluorescence intensity | inhibition, % at 20 µM | 360,000 compounds, 0.22% hits;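 active = compounds that cut the enzyme signal by at least half of the control window in the single-dose screen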;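 also: plate controls were DMSO wells with enzyme plus substrate for no effect and substrate without enzyme for full effect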
#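 Test system: LMPTP-A phosphatase enzyme. Amount: LMPTP-A at 0.625 nM final in the reaction. Reagent: OMFP substrate, 400 µM final. Times: 50 min at room temperature. Signal: endpoint fluorescence intensity from OMFP dephosphorylation. Read-out basis: % inhibition. Benchmarks: no-enzyme and uninhibited controls.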
# NadD block: blocks S. aureus nicotinate mononucleotide adenylyltransferase; purified NadD enzyme, colorimetric absorbance read-out; 360,000 compounds, 0.78% hits; inhibition, % at 20 µM; in the data active = inhibition above about 26%; also: some compounds past the cut are filed as inactive
# DNMT1 block: blocks human DNA methyltransferase DNMT1; inhibition (reported as % activation of signal), % at 10 µM; DNMT1 molecular beacon, Hinp1I cleavage, fluorescence; 360,000 compounds, 0.83% hits; in the data active = inhibition above about 50%
# Target sequence (P26358 504-1616 limits assumed): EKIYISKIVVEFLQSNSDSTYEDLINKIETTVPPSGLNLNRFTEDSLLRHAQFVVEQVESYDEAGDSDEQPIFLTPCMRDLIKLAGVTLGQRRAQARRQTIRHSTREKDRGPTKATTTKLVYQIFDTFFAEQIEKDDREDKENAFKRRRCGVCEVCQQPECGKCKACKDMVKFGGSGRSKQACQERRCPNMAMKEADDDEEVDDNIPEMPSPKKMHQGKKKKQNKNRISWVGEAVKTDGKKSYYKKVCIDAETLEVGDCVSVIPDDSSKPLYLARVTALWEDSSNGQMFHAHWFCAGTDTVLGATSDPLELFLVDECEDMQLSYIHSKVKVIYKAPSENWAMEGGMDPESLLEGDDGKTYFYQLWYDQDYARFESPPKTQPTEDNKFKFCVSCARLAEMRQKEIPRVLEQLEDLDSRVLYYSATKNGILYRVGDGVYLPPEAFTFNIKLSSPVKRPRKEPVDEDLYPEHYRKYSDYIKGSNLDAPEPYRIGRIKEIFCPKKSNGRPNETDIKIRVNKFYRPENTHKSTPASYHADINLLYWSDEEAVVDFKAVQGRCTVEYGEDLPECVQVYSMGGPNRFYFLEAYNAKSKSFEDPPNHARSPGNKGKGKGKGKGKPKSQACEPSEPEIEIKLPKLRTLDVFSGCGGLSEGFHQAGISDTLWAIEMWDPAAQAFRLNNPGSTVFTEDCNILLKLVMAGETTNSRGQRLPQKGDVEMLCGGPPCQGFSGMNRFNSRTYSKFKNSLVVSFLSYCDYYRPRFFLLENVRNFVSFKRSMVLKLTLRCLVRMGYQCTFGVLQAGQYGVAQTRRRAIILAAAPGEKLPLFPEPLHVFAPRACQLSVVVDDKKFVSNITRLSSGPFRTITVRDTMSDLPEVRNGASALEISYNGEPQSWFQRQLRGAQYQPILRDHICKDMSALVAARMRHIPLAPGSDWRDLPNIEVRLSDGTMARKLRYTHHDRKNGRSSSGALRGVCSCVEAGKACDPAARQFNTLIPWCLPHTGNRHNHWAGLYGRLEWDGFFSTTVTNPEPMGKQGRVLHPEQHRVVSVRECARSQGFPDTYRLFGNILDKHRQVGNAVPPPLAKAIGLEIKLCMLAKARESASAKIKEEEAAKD
# TbMetRS inhib: Trypanosoma brucei MetRS inhibition | purified T. brucei MetRS, ATP depletion, Kinase-Glo luminescence | inhibition, % at 11.9 µM | 360,000 compounds, 0.4% hits;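 active = inhibition above a per-plate cutoff of the control wells' mean inhibition plus 3 SD, cut at about 5.5% in these data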;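 also: 0% = DMSO wells median and 100% = median of wells with control inhibitor compound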
#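 assay system = parasite MetRS enzyme | timing = 15 min preincubation, 2 h reaction, all 25 °C | evaluation = percent inhibition relative to median high and low control wells | medium = HEPES buffer containing pyrophosphatase, BSA, spermine, DTT | compound = single dose, 11.9 µM final nominal, 0.9% final DMSO | detection = Kinase-Glo luminescence, ATP depletion format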
# Rpn11 block: blocks the human proteasome subunit Rpn11; calls only at 20 µM; AID 588493; 360,000 compounds, 0.59% hits; human 26S proteasome, Ub4-pepOG fluorescence polarization; 20S core pre-blocked with epoxomicin;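 active = inhibition at 20 µM, scaled to each plate's controls, above about 33%, limit read from the data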
# SUMO1-SIM PPI: modulators of human SUMO1-mediated protein-protein interactions; inhibition, % at 20 µM; SUMO1 binding to a labelled peptide, TR-FRET, 1 h; 360,000 compounds, 0.33% hits; in the data active = inhibition above about 37%
# MLLE-PAM2 inh: blocks PAM2 peptide binding to the PABP1 MLLE domain. P11940. GST-MLLE / FITC-PAM2 fluorescence polarization. inhibition, % at 20 µM. 360,000 compounds, 0.36% hits. AID 588489; in the data active = inhibition above about 35%, passing the limit was not always enough;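 also: plate controls were DMSO wells with GST-MLLE for no effect and wells lacking GST-MLLE protein for full effect; some results filed as inactive read as strong as hits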
# STEP block: blocks human striatal-enriched tyrosine phosphatase; inhibition, % at 20 µM; P54829; recombinant STEP, OMFP fluorogenic substrate, fluorescence; 360,000 compounds, 0.25% hits;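 active = inhibition at 20 µM, scaled per plate between control wells, above about 37%, limit read from the data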;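 also: 0% = DMSO with enzyme and substrate and 100% = substrate only without enzyme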
#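 Material: STEP (striatal-enriched tyrosine phosphatase) enzyme, cell-free; Compound dosing: 20 µM single dose in 1% DMSO; Technique: fluorescence read at 480 nm ex / 540 nm em; Times: reaction 20 min, ambient temperature; Medium: 50 mM Bis-Tris pH 6.0 with 2.5 mM DTT and 0.005% Tween 20; Also added: OMFP at 25 µM.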
# CSN deneddyl inh: CSN deneddylation inhibition; Q92905; inhibition, % at 12.5 µM; 360,000 compounds, 0.38% hits; Purified CSN, SCF-Nedd8-OG deneddylation, fluorescence polarization;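 active = pattern-corrected inhibition above about 35%, with an unprinted fluorescence ratio check between 0.5 and 1.5, limit read from the data, passing the limit was not always enough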;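 also: 0% = enzyme with substrate and 100% = substrate without enzyme; some results filed as inactive read as strong as hits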
#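 Detection – fluorescence polarization · System – HEK293T-derived human Csn5 enzyme · Controls – substrate-only high control, full reaction low control · Timing – 90 min, room temperature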
# Active calls of the source: *; i = inactive; . = no result given; + = active, no number.
Scp1 inh	LMPTP inh	NadD block	DNMT1 block	TbMetRS inhib	Rpn11 block	SUMO1-SIM PPI	MLLE-PAM2 inh	STEP block	CSN deneddyl inh	SMILES
-6	-0.7	-5	2	-0.1	i	-1	12	1	2	CCCOc1ccc(N2C(=O)CC(NCCc3ccc(S(N)(=O)=O)cc3)C2=O)cc1 (centres undefined)
-4	-1.5	-1	-2	-0.4	i	0	24	-3	-1	COc1ccc(C(=O)NCS(=O)(=O)c2ccc(C)cc2)cc1
-3	-2.5	-4	1	-0.3	i	-7	4	2	3	CCOC(=O)COc1cnc2ccccc2n1
-1	-0.9	-1	2	-1.3	i	-17	4	-1	0	O=C(Nc1ccccc1Cl)c1ccc2nccnc2c1
-7	-0.7	5	1	-1.2	i	0	-7	1	4	O=C(NCc1ccccn1)C1C2C=CC(C2)C1C(=O)Nc1ccc(F)cc1 (centres undefined)
-4	0.6	-3	-1	0.1	i	3	0	1	0	Cc1cccc(NC(=O)CN(CCc2ccccc2)S(C)(=O)=O)c1
-4	-0.3	1	2	-0.2	i	8	13	1	3	CCOC(=O)COc1ccc(/C=C/[N+](=O)[O-])c(OCC(=O)OCC)c1
3	2.0	-2	-10	-0.3	i	1	3	3	4	CC(C)(CC(=O)N1CCN(c2ccc(Cl)cc2)CC1)CC1=NS(=O)(=O)c2ccccc2N1
83*	54*	19	47	0.0	i	43*	32	10	42	CC(=O)c1ccc(NC(=O)CSc2nnc(-c3ccco3)c(-c3ccco3)n2)cc1
-5	-1.4	-3	3	-0.2	i	-1	37	-2	4	CCCN1C(=O)SC(CC(=O)Nc2ccccc2)C1=O (centres undefined)
2	-0.5	9	10	-0.5	i	24	-4	-1	19	Cc1c(NC(=O)C(C)OC(=O)c2ccc([N+](=O)[O-])s2)c(=O)n(-c2ccccc2)n1C (centres undefined)
1	-0.6	-1	0	-0.9	i	-5	-4	-10	4	O=C(N1CCN(Cc2ccccc2)CC1)C12CC3CC(CC(C3)C1)C2
1	0.1	-3	6	-0.6	i	2	-15	7	-4	O=C(O)c1cccc(NC(=O)C2C3C=CC(C3)C2C(=O)O)c1 (centres undefined)
-4	4.3	-7	-5	2.1	.	-2	-75	-8	26	C=CCn1c(/N=C/c2ccc(N(C)C)cc2)nc2ccccc21
-6	-0.7	2	1	0.4	i	-18	3	0	2	Cc1nnc(SCc2ccc([N+](=O)[O-])cc2)o1
.	-0.1	-10	3	-0.8	i	4	-6	2	-5	Cc1cccc(C)c1NC(=O)C1(C)CCC(=O)N1C1CCN(Cc2ccccc2)CC1 (centres undefined)
-5	0.1	6	0	0.1	i	0	6	2	4	Cc1nc(CS(=O)(=O)c2ccccc2)cc(Sc2ccc(Cl)cc2)n1
-1	1.2	-18	11	0.5	i	-3	8	-2	3	O=C(NCc1ccc(Cl)cc1)c1cc(-c2ccco2)on1
1	0.4	-1	1	-0.7	i	-5	-7	-1	4	CC(C)=CCOc1ccc2ccc(=O)oc2c1
7	-1.0	-2	7	-0.9	i	-1	-9	-2	-16	Cc1cccc(NC(=O)c2ccccc2NC(=O)CCC(=O)O)c1
-5	0.0	-3	0	-0.3	i	4	26	-1	-5	COc1ccccc1C(=O)Nc1ccnn1C1CCN(C(C)CSC)CC1 (centres undefined)
-8	-0.6	2	-4	1.8	i	0	11	2	-5	Cc1ccccc1OCc1nc2ccccc2[nH]1
-7	0.9	-4	6	-0.1	i	0	5	0	0	Cc1ccccc1OCC(O)CN(Cc1ccccc1O)C1CCCCC1 (centres undefined)
-5	0.7	-2	-1	0.5	i	4	11	1	1	COc1ccc(CNC(=O)c2oc3ccc(S(=O)(=O)N4CCOCC4)cc3c2C)cc1
-5	0.3	0	-8	-0.1	i	-12	-7	5	0	O=[N+]([O-])c1ccc2nc(NS(=O)(=O)c3ccc(Cl)cc3)sc2c1
-5	2.9	-1	8	-0.9	i	-1	28	9	1	CCOC(=O)c1c(NC(=O)/C=C/c2ccc(C)o2)sc(C)c1C
-1	-0.2	2	3	-0.7	i	1	-12	-1	4	CC1(C)CC(C(CC(=O)Nc2nccs2)c2ccccc2)CCO1 (centres undefined)
-5	-0.3	4	-2	-0.3	i	-3	8	1	2	Cc1cc(=O)oc2c(C)c(OC(C)C(=O)NCC(O)c3ccccc3)ccc12 (centres undefined)
-2	-1.4	-8	-3	-1.0	i	3	-10	0	-2	Cc1ccc(S(=O)(=O)Nc2cccc(NC(=O)CN3CCCCC3)c2)cc1
6	0.4	2	1	0.3	i	1	-4	-1	2	Cc1cc2ccccc2c(=O)n1CC(=O)NC1CCCCCC1
-10	1.3	-4	0	-0.9	i	3	5	2	-5	CC1=CC(C)(C)N(S(=O)(=O)c2ccc(C)cc2)c2ccc(C)cc21
-13	1.3	-5	-2	0.0	i	-4	-112	1	2	COc1ccc(S(=O)(=O)N2CCN(C(=S)NCCc3ccccc3)CC2)cc1
-7	-0.7	-5	2	-0.3	i	2	-2	0	-1	COc1cc(C)ccc1OCc1cc(C(=O)NCCN2CCCC(O)C2)no1 (centres undefined)
-12	1.5	0	-3	0.2	i	10	22	1	5	Cc1cc2c(cc1S(=O)(=O)N1CCN(c3ccccc3F)CC1)OCC(=O)N2
6	-1.0	-9	13	-0.8	i	-4	-3	2	1	COc1cc(C(=O)NCCOc2ccc(F)cc2)c(Br)c(OC)c1OC
51*	3.0	12	58*	-0.5	+	7	-168	36	40*	CCOC(=O)C1=C(C)N=c2s/c(=C/c3ccc(OCC(=O)O)c(OC)c3)c(=O)n2C1c1ccc(Cl)cc1 (centres undefined)
-6	1.2	-2	1	-0.6	i	-11	2	1	-6	COC(=O)c1sc2ccccc2c1NC(=O)c1cccs1
-7	2.7	-3	-3	0.1	i	2	5	0	-6	COc1ccc(S(=O)(=O)NCC(c2ccc3c(c2)OCO3)N2CCN(c3ccccc3)CC2)cc1 (centres undefined)
7	0.2	5	0	-1.2	i	0	0	0	5	CC1CCN(CC(=O)n2c3c(c4ccccc42)CCCC3)CC1
4	-0.7	-9	3	0.0	i	0	-7	0	-7	CCN(CC(=O)NC1CCS(=O)(=O)C1)S(=O)(=O)c1cccc(C(C)=O)c1 (centres undefined)
-8	-1.1	2	0	-0.1	i	-1	9	0	-2	CC(C)Cc1ccc(CN2CCCC(NC(=O)CCN3CCCCC3=O)C2)cc1 (centres undefined)
-4	2.3	-1	0	0.0	i	9	19	0	-4	O=C1NCN(C2CCCCC2)CN1
-6	-1.5	1	-1	-0.9	i	0	3	3	0	O=C1CC(NCC2CCCO2)C(=O)N1c1ccc(Cl)cc1 (centres undefined)
-2	-2.4	-9	1	-0.3	i	8	2	0	-3	COc1cccc(-c2nc(-c3ccc(C(=O)O)cc3)no2)c1
-3	-1.2	-9	1	-1.0	i	-2	9	-1	-1	N#Cc1ccc(C(=O)N2CCN(c3ncccn3)CC2)cc1

# LMPTP inh, entries above that show a hit.
Scp1 inh	LMPTP inh	NadD block	DNMT1 block	TbMetRS inhib	Rpn11 block	SUMO1-SIM PPI	MLLE-PAM2 inh	STEP block	CSN deneddyl inh	SMILES
83*	54*	19	47	0.0	i	43*	32	10	42	CC(=O)c1ccc(NC(=O)CSc2nnc(-c3ccco3)c(-c3ccco3)n2)cc1

# Part of the list above in a different format:
# Fields: Scp1 inh | LMPTP inh | NadD block | DNMT1 block | TbMetRS inhib | Rpn11 block | SUMO1-SIM PPI | MLLE-PAM2 inh | STEP block | CSN deneddyl inh
> CC1=CC(C)(C)N(S(=O)(=O)c2ccc(C)cc2)c2ccc(C)cc21
  -10 | 1.3 | -4 | 0 | -0.9 | i | 3 | 5 | 2 | -5
> COc1ccc(S(=O)(=O)N2CCN(C(=S)NCCc3ccccc3)CC2)cc1
  -13 | 1.3 | -5 | -2 | 0.0 | i | -4 | -112 | 1 | 2

# The results go on:
Scp1 inh	LMPTP inh	NadD block	DNMT1 block	TbMetRS inhib	Rpn11 block	SUMO1-SIM PPI	MLLE-PAM2 inh	STEP block	CSN deneddyl inh	SMILES
-2	-4.6	-10	-2	-0.6	i	-123	-114	5	-6	Cc1cc(N2CCN(C)CC2)nc2ccc(NC(=S)N3CCN(c4ccc(F)cc4)CC3)cc12
-6	-1.1	-4	2	-1.4	i	-1	3	3	0	COC(=O)c1noc(-c2ccc(OC)cc2)n1
-10	0.2	0	-7	-0.2	i	0	-8	0	0	Cc1cc2occ(CC(=O)NNC(=O)c3ccccc3F)c2cc1C
-10	-1.5	-3	4	-0.1	i	0	6	3	1	Cc1ccnc(NS(=O)(=O)c2ccc(NC(=O)C3CCCNC3=O)cc2)n1 (centres undefined)
-8	1.6	-5	-1	-0.1	i	10	-5	-3	-10	Cc1cccc(NC(=O)CSc2nnc(-c3n[nH]c4ccccc34)o2)c1
-2	1.0	1	3	-1.7	i	3	-8	-5	3	O=C(COC(=O)CNC(=O)c1ccco1)NCCN1C(=O)CSC1=O
-12	-0.5	1	2	-0.3	i	-18	3	2	-1	O=C(NC1CCSc2ccccc21)c1cc([N+](=O)[O-])ccc1N1CCOCC1 (centres undefined)
-3	0.8	3	5	0.4	i	-18	5	2	-4	Cc1ccc(C(=O)c2c3ccc(C(F)(F)F)cc3[n+]([O-])n2CCCC(N)=O)cc1
-12	-1.2	-3	-2	-0.6	i	3	-3	0	1	COc1c(C)cc(C(=O)C2CCCN(C(=O)c3cccc(-n4cccn4)c3)C2)cc1C (centres undefined)
-5	-2.8	4	-1	-0.8	i	-6	13	-1	-3	CC1Cc2cc(/C(O)=C3/C(=O)C(=O)N(CCCn4ccnc4)C3c3cccnc3)ccc2O1 (centres undefined)
0	0.5	1	-5	0.4	i	-4	2	2	-1	CSc1ccc(-c2nnn(CC(=O)NCc3ccccc3)n2)cc1
-7	-2.1	1	-6	0.5	i	-3	16	0	-1	Cc1ccc(NC(=O)CSc2nc(NS(=O)(=O)c3ccc(C)cc3)cc(=O)[nH]2)cc1
3	0.2	2	-1	-0.2	i	-3	9	1	3	Cc1cc(C)n(Cc2nc3ccccc3n2C)n1
-5	2.0	1	-2	-0.4	i	0	5	4	-8	CC(C)CN(CC(C)C)S(=O)(=O)N1CCC(C(=O)NCCc2ccc(Cl)cc2)CC1

# Bioassay records: PubChem, several laboratories
